Bioassay records deposited in PubChem BioAssay by several laboratories.
Alkaline phosphatase = human TNAP enzyme inhibitors, biochemical, luminescent (AID 518); purified TNAP enzyme, luminescent substrate readout; higher % means a stronger effect; one-dose inhibition, % at 20 µM; IC50 in µM for titrated hits; 0.09% of 64,000 active; in the data active = a potency from the dose series; inactive = the rest, 99 in 100 with inhibition below about 22%;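 note: plate controls were vehicle for no effect and reference inhibitor for full effect; many of its hits are not listed in these tables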
LYP phosphatase = LYP phosphatase inhibitors, primary screen, biochemical, DiFMUP fluorescence, recombinant catalytic domain, 10 µM (AID 606); recombinant LYP catalytic domain, DiFMUP fluorescence; higher % means a stronger effect; inhibition, % at 10 µM, or IC50 in µM where a hit was titrated; 52,000 tested, under 10 active;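 active = IC50 under 40 µM in the dose-response test; inactive = IC50 of 40 µM or more, or never dose-tested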
HT1080 viability = HT1080 cell viability loss – fluorescence readout (AID 620); HT1080 viability, fluorescence; higher % means a stronger effect; 0.42% of 87,000 active; cytotoxicity, % at 10 µM, or EC50 in µM where a hit was titrated;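 note: cells exposed to compound overnight then 4 h with Alamar Blue; 0% = vehicle DMSO and 100% = killing control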
Spn MK inh = S. pneumoniae mevalonate kinase inhibition; inhibition, % at 10 µM; purified MK, PK/LDH-coupled NADH absorbance 340 nm; 0.48% of 65,000 active;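 active = ranked among the strongest by inhibition in the single 10 µM screen, a fixed top-ranked set picked for dose follow-up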; note: no value below 0 was filed
PMK inhibit = blocks S. pneumoniae phosphomevalonate kinase. inhibition, % at 10 µM. 0.49% of 65,000 active. purified PMK, PK/LDH-coupled NADH absorbance 340 nm;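 active = top-ranked compounds by inhibition in the single 10 µM screen, taking a fixed number of the strongest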;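 note: 0% = full reaction with DMSO carrier and 100% = background rate without enzyme reaction; no value below 0 was filed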
Bfl-1 inhibitors = displacement of Bid BH3 peptide from Bfl-1 – biochemical, fluorescence polarization, FITC-Bid, mouse, primary screen (AID 432); 0.02% of 64,000 active; one-dose displacement, % at 20 µM; IC50 in µM for titrated hits; FITC-Bid BH3 peptide fluorescence polarization displacement; higher % means a stronger effect; in the data active = a potency from the dose series; inactive = the rest, 99 in 100 with displacement below about 15%; note: strong numbers were not always called active
HPDE-C7 viability = cytotoxicity in HPDE-C7 cells, cell-based, fluorescence, HTS (AID 430). HPDE-C7 pancreatic duct cells viability, fluorescence; higher % means a stronger effect. cytotoxicity, % at 10 µM, or EC50 in µM where a hit was titrated. 1.8% of 63,000 active;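 note: cells exposed to compound for 48 hours before viability readout; 0% = vehicle and 100% = reference cytotoxic drug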
Spn DPM-DC inh = S. pneumoniae DPM-DC inhibition. calls only at 10 µM. purified DPM-DC, PK/LDH coupled NADH fluorescence. 0.49% of 65,000 active;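 active = the 320 compounds with the highest percent inhibition in the single-dose primary screen, excluding strongly autofluorescent ones, cut at about 32% in these data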;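 note: kinetic rate of NADH fluorescence loss reporting ADP formed by the decarboxylase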
KRASV12 cytotoxicity = cytotoxicity in KRAS-transformed pancreatic duct cells, primary screen, cell-based, fluorescence, HTS (AID 431) | HPDE-C7K KRASV12 cells, Alamar Blue viability, 48 h; higher % means a stronger effect | one-dose cytotoxicity, % at 10 µM; EC50 in µM for titrated hits | 1.7% of 63,000 active;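 active = compounds whose percent cytotoxicity in the single-dose primary screen, scaled between solvent and toxic-drug controls, exceeds 50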;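 note: 0% = DMSO solvent wells and 100% = doxorubicin-treated wells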
PMK inhibit pilot replicates = recorded beside PMK inhibit, whose call it bears; inhibition, %; measured here: pilot screen replicates
Spn MK inh pilot replicates = further read-out of Spn MK inh, marked with its call; inhibition, %; measured here: pilot screen replicates
Spn DPM-DC inh pilot screen % = also measured in Spn DPM-DC inh; calls as there; inhibition, %; measured here: pilot screen trials
Numbers without * were called inactive; i = inactive; · = no result given; + = active, no number. Cut-off read from the data, not from the text of the source, unless noted: active = cytotoxicity above about 50%; inactive = the rest.

SMILES	Alkaline phosphatase	LYP phosphatase	HT1080 viability	Spn MK inh	PMK inhibit	Bfl-1 inhibitors	HPDE-C7 viability	Spn DPM-DC inh	KRASV12 cytotoxicity	others
COC(=O)C(C)Sc1nnc2n(-c3cccc(C)c3)c(=O)c3c4c(sc3n12)CCCC4 (stereo not drawn)	18%	18%	2%	3	1	3%	18%	i	25%	PMK inhibit pilot replicates=0.5;Spn MK inh pilot replicates=1.0;Spn DPM-DC inh pilot screen %=0.0
Cn1nnnc1SCC1=C(C(=O)O)N2C(=O)[C@@H](NC(=O)[C@H](O)c3ccccc3)[C@H]2SC1	21%	·	·	5	3	21%	-34%	i	-2%	PMK inhibit pilot replicates=1.5;Spn MK inh pilot replicates=0.0;Spn DPM-DC inh pilot screen %=4.5
O=C(O)c1cccc(S(=O)(=O)N2CCCC2)c1	6%	·	-2%	9	0	2%	6%	i	-8%
COc1ccc(-c2cc(C(F)(F)F)nc(NC3CCCC3)n2)cc1OC	4%	-6%	-28%	6	0	-3%	25%	i	9%
Cc1cnc(NC(=O)c2ccc3c(c2)C(=O)N(Cc2ccco2)C3=O)s1	4%	-2%	-2%	5	11	-2%	28%	i	14%
CCn1c(COc2ccccc2C)nnc1SCC(=O)Nc1cc(C)on1	15%	-2%	15%	10	10	-6%	5%	i	-24%
Cn1nc(C(=O)N2CCCC2)c2ccccc2c1=O	4%	2%	-2%	6	4	-1%	-4%	i	-5%
CC(=O)Nc1cc(-c2ccccc2)ccc1O	0%	13%	0%	8	6	-3%	-16%	i	-22%
O=C1CCCc2c1cc(C(=O)NC1CCSC1=O)c(=O)n2-c1ccccc1 (stereo not drawn)	15%	6%	·	2	0	-6%	-2%	i	-1%
Cc1cc(=O)oc(C)c1C(=O)Nc1cnc2ccccc2c1	8%	·	16%	12	0	-11%	·	i	·
O=C(NCc1n[nH]c(=S)n1-c1ccccc1)c1ccco1	0%	·	·	41*	9	-10%	-14%	i	-27%
CCOC(=O)c1c(C)c(C(=O)NC2CCCCC2)c(C)n1CC	7%	16%	-6%	7	5	-1%	-6%	i	0%
Cc1c(C(=O)N2CCOCC2)oc2ccc(S(=O)(=O)N3CCCCCC3)cc12	9%	2%	26%	3	0	-2%	-12%	i	-12%
Nc1nc2ccccc2n1C(=O)CCc1ccccc1	11%	-2%	2%	5	12	-7%	-7%	i	-11%	PMK inhibit pilot replicates=1.0;Spn MK inh pilot replicates=0.0;Spn DPM-DC inh pilot screen %=4.5
COc1cccc(C(=O)N2CCSC2=S)c1	8%	5%	0%	0	0	-5%	9%	i	2%
Cc1ccccc1-c1nnc(SCC(=O)Nc2ccc(Cl)cc2)n1N	14%	7%	-3%	2	0	-4%	-28%	i	-11%
COc1ccc(-c2noc(CCC(=O)NCc3cccnc3)n2)cc1	12%	-3%	1%	6	9	-9%	-9%	i	-7%
O=C(O)c1cccn2c(=O)c3ccccc3nc12	3%	8%	3%	13	11	1%	3%	+	-9%	PMK inhibit pilot replicates=1.5;Spn MK inh pilot replicates=0.5;Spn DPM-DC inh pilot screen %=6.0*
Cc1cc(C)c(OCC(=O)Nc2cccc(NC(=O)c3ccco3)c2)c(Br)c1	11%	5%	2%	5	9	-5%	5%	i	13%
Cc1ccccc1CSc1nnc(-c2ccco2)n1Cc1ccco1	2%	-1%	10%	7	0	5%	·	i	·
O=C(NCCN1CCOCC1)C1CCC(=O)N1Cc1ccccc1Cl (stereo not drawn)	16%	7%	34%	6	14	1%	5%	i	0%	PMK inhibit pilot replicates=4.0;Spn MK inh pilot replicates=2.5;Spn DPM-DC inh pilot screen %=0.0
CC1CN(S(=O)(=O)c2ccccc2)CC(C)O1 (stereo not drawn)	18%	2%	4%	18	0	6%	11%	i	7%
CCCc1noc2c1/C(=N\O)CC(CC(C)SCC)C2 (stereo not drawn)	9%	·	7%	6	0	-6%	-12%	i	4%
c1cc2cn[nH]c2cc1NC1CCCCCC1	8%	-2%	-3%	5	2	2%	8%	i	35%
Cn1c(=O)[nH]c(=O)c2c1ncn2CCCc1ccccc1	-8%	-9%	34%	5	8	0%	-1%	i	2%

Brought forward from above: 2 compounds, followed by the next part.
SMILES	Alkaline phosphatase	LYP phosphatase	HT1080 viability	Spn MK inh	PMK inhibit	Bfl-1 inhibitors	HPDE-C7 viability	Spn DPM-DC inh	KRASV12 cytotoxicity	others
c1cc2cn[nH]c2cc1NC1CCCCCC1	8%	-2%	-3%	5	2	2%	8%	i	35%
Cn1c(=O)[nH]c(=O)c2c1ncn2CCCc1ccccc1	-8%	-9%	34%	5	8	0%	-1%	i	2%
OC(CNCCc1ccc(Cl)cc1)COCc1ccco1 (stereo not drawn)	6%	·	1%	27	13	-9%	-7%	i	-8%
O=C(O)C1[C@H]2C(=O)N(Cc3cccs3)C[C@]23C=C[C@H]1O3 (stereo partly drawn)	19%	4%	-15%	2	2	5%	1%	i	0%
CCOC(=O)CCCNC(=O)CN1C(=O)NC(CCc2ccccc2)C1=O (stereo not drawn)	-1%	10%	-5%	0	16	2%	-16%	i	-17%
CCOC(=O)Cc1cnc(NC(=O)NC(C(=O)OCC)(c2ccccc2)C(F)(F)F)s1 (stereo not drawn)	8%	8%	-1%	7	8	-8%	-20%	i	-8%
Cn1c(C(=O)NC2CC2)cc2c(=O)n(C)c3ccccc3c21	5%	8%	4%	6	0	-4%	19%	i	15%
O=C(Cc1cccs1)N1CCN(c2ccccn2)CC1	8%	-1%	-7%	11	4	-4%	8%	i	-6%
COCCCNC(=O)CCNS(=O)(=O)c1ccc(C)cc1	15%	10%	9%	1	14	5%	1%	i	3%
Cc1noc(C)c1C(=O)OC(C(=O)NC1CCCC1)c1ccc(F)cc1 (stereo not drawn)	7%	4%	8%	0	9	8%	-2%	i	-6%
Cc1ccnn2c(-c3ccccc3)c3c(=O)n(C)c(=O)n(C)c3c12	11%	5%	8%	4	0	-6%	1%	i	-5%
CCCN(CCC)C(=O)Cn1c(=O)n(CCCCC(=O)NCc2ccco2)c(=O)c2ccccc21	9%	5%	·	3	0	4%	-24%	i	-7%
COC(=O)Cn1cnc2sc(C)c(S(=O)(=O)N3CCN(c4ccccc4OC)CC3)c2c1=O	13%	-1%	8%	16	3	3%	0%	i	9%
COc1ccc(OC)c(NS(=O)(=O)c2cccs2)c1	3%	5%	20%	7	2	-11%	27%	i	25%
COC(=O)CN(c1ccc(C)c(Cl)c1)S(C)(=O)=O	0%	10%	-4%	14	6	3%	-16%	i	-15%	PMK inhibit pilot replicates=3.0;Spn MK inh pilot replicates=1.0;Spn DPM-DC inh pilot screen %=0.0
CC(C)(C)C1CCc2onc(C(=O)Nc3ccc(F)cc3F)c2C1 (stereo not drawn)	14%	·	10%	8	17	-1%	-14%	i	-23%
O=C(O)c1cc2c(ccc3ccccc32)o1	9%	·	9%	9	1	2%	4%	i	10%
C/C(=C1/SC(N2CC(C)OC(C)C2)=NC1=O)c1ccccc1 (stereo not drawn)	2%	3%	·	7	2	3%	-5%	i	-3%
CCOC(=O)N1CCN(C(=O)C(CC(C)C)NC(=O)C2CCCCC2)CC1 (stereo not drawn)	2%	-5%	-6%	8	0	0%	-7%	i	-1%
COc1ccc2oc(=O)c(C(=O)N3CCN(c4ccccc4F)CC3)cc2c1	10%	·	4%	4	3	-1%	-18%	i	-17%	PMK inhibit pilot replicates=0.0;Spn MK inh pilot replicates=0.0;Spn DPM-DC inh pilot screen %=5.5
CCCCCCC(c1c(C)n(C)n(-c2ccccc2)c1=O)c1c(C)n(C)n(-c2ccccc2)c1=O	11%	9%	10%	8	3	3%	-10%	i	-4%	PMK inhibit pilot replicates=1.5;Spn MK inh pilot replicates=0.0;Spn DPM-DC inh pilot screen %=0.0
COC(=O)CSc1nnc(CNC(=O)c2ccccc2OC)n1-c1ccc(OC)cc1	9%	·	-4%	5	17	-10%	-11%	i	-8%
CCOC(=O)Nc1ccc2c(c1)N(C(=O)N1CCN(C)CC1)c1ccccc1S2	7%	-10%	10%	12	12	-7%	13%	i	17%
CCN(CCCNC(=O)C1CCCN(S(=O)(=O)c2cnc[nH]2)C1)c1ccccc1 (stereo not drawn)	13%	2%	7%	7	3	-12%	-4%	i	8%	PMK inhibit pilot replicates=2.0;Spn MK inh pilot replicates=1.5;Spn DPM-DC inh pilot screen %=0.0
Cc1cc(-n2c(C)cc(C(=O)CSc3ncnc4ccccc34)c2C)no1	4%	·	6%	3	0	-5%	20%	i	25%
Cc1ccc(S(=O)(=O)Cn2nnnc2CN2CCN(C(=O)c3ccco3)CC2)cc1	12%	6%	1%	0	12	0%	8%	i	0%
Cc1cccc(-c2c3c(=O)n(C)c(=O)n(C)c3cn2CCO)c1	13%	-3%	30%	9	3	-12%	23%	i	0%

Next section, overlapping the part above by 2 compounds.
SMILES	Alkaline phosphatase	LYP phosphatase	HT1080 viability	Spn MK inh	PMK inhibit	Bfl-1 inhibitors	HPDE-C7 viability	Spn DPM-DC inh	KRASV12 cytotoxicity	others
Cc1ccc(S(=O)(=O)Cn2nnnc2CN2CCN(C(=O)c3ccco3)CC2)cc1	12%	6%	1%	0	12	0%	8%	i	0%
Cc1cccc(-c2c3c(=O)n(C)c(=O)n(C)c3cn2CCO)c1	13%	-3%	30%	9	3	-12%	23%	i	0%
COC(=O)c1ccc2c(=O)n(CCCCCC(=O)NCc3ccccn3)c(=O)[nH]c2c1	4%	7%	4%	2	15	0%	2%	i	3%
Cc1ccc(CS(=O)(=O)CCC(=O)N2CCOCC2)cc1	4%	-7%	3%	0	15	-3%	3%	i	6%
COC(=O)c1[nH]c2ccc(C)cc2c1NC(=O)CN1CCN(c2ccc(F)cc2)CC1	7%	-37%	14%	8	8	-13%	0%	i	-2%
CC(CCc1ccccc1)NC(=O)CSc1nccc(=O)[nH]1 (stereo not drawn)	2%	0%	0%	7	14	0%	·	i	·
COc1cccc(C2C(C(N)=O)=C(C)Nc3nc(-c4ccccc4Cl)nn32)c1 (stereo not drawn)	29%	3%	-9%	0	0	6%	6%	i	4%	PMK inhibit pilot replicates=1.5;Spn MK inh pilot replicates=0.0;Spn DPM-DC inh pilot screen %=0.0
CCn1nnnc1SCC(=O)Nc1cccc(NC(C)=O)c1	10%	-3%	1%	12	12	-6%	-22%	i	-20%
COc1ccc(NC(=O)C(CC(=O)O)Cc2ccccc2)cc1 (stereo not drawn)	7%	-6%	7%	4	11	0%	-2%	i	5%
Cc1cnn(-c2ccc3nnc(-c4ccc(Br)cc4)n3n2)c1	12%	12%	-2%	3	22	8%	-11%	i	-7%
O=C(CN1C(=O)COc2ccccc21)c1cccc(Cl)c1	14%	2%	-1%	5	4	-2%	1%	i	10%
Cc1ccc(-n2nc(C)c3c(-c4cccs4)c(C#N)c(N)nc32)cc1	11%	·	6%	11	0	-7%	-13%	i	4%
C=CCOc1nc(-c2ccncc2)nc2ccccc12	6%	-1%	-28%	0	6	-2%	-10%	i	-18%
O=c1c2ccccc2nnn1CSc1nc2sc3c(c2c(=O)n1CC1CCCO1)CCC3 (stereo not drawn)	11%	·	-9%	11	0	-3%	4%	i	1%
Cc1ccc(Nc2cc(C)nc3nc(C)nn23)cc1	7%	6%	-2%	8	13	-6%	3%	i	3%
